Screens as filed in PubChem.
IMP-1 inhibitor: inhibitors of Pseudomonas aeruginosa IMP-1 metallo-beta-lactamase; purified IMP-1, nitrocefin hydrolysis, epi-absorbance fluorescence; inhibition, % at 5.6 µM; 0.45% of 290,000 active;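 active = inhibition above the mean plus 3 SD of all compounds in the same screening run, cut at about 4.5% in these data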;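 note: 0% = IMP-1 with DMSO and 100% = DMSO wells lacking enzyme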
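Assay system: purified recombinant IMP-1 beta-lactamase. Input: IMP-1 0.2 nM before substrate addition. Buffer or medium: Zinc- and detergent-supplemented HEPES buffer, pH 7.1. Schedule: 25 °C, 15 min preincubation, 25 min reaction. Signal: Epi-absorbance fluorescence, 480 nm excitation, 530 nm emission. Evaluation: percent inhibition from optical density relative to buffer-blank wells.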
FID counter: counter-screen for HCV NS3 helicase inhibitors: DNA intercalator displacement; DNA fluorescent intercalator displacement, fluorescence; inhibition, % at 7.9 µM; 0.17% of 290,000 active; AID 1845; in the data active = inhibition above about 37%;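 note: 0% = vehicle and 100% = reference compound; higher means more ethidium bromide displaced from hairpin DNA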
NS3 helicase inh: blocks Hepatitis C virus NS3 helicase unwinding | NS3 helicase DNA unwinding, Cy5 molecular beacon fluorescence | AID 1800 | 0.56% of 290,000 active | inhibition, % at 10.9 µM;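 active = inhibition above the mean of all tested compounds plus 3 SD, set per campaign, cut at about 35% in these data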;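 note: 0% = DMSO wells and 100% = thioflavine S control wells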
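Material: hepatitis C virus NS3 helicase domain fragment enzyme; measured by: Cy5 fluorescence, 0 and 60 min reads; control set: DMSO and thioflavine S; incubation: 60 min unwinding reaction at 25 °C after ATP addition; read-out basis: % inhibition from 60/0 min fluorescence ratio, DMSO 0%, thioflavine S 100%; repeats: singlicate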
VIM-2 inhibitor: blocks Pseudomonas aeruginosa VIM-2 metallo-beta-lactamase. purified VIM-2, nitrocefin hydrolysis, epi-absorbance fluorescence. inhibition, % at 5.6 µM. 0.89% of 290,000 active;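 active = inhibition above the mean of all tested compounds plus 3 SD, cutoff set per screening run, cut at about 7.5% in these data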;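 note: red hydrolysis product quenches plate fluorescence so inhibitors raise well fluorescence; 0% = enzyme with DMSO and 100% = DMSO without enzyme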
UBC9 SUMO inh: blocks human SUMOylation mediated by UBC9; 0.36% of 290,000 active; HTRF SUMOylation assay, SAE1/SAE2 + UBC9, in vitro; inhibition, % at 35 µM; in the data active = inhibition above about 50%, passing the limit was not always enough; note: strong numbers were not always called active
IDE cell activ: boosts human insulin-degrading enzyme activity in HEK cells; P14735; FAbeta-B cleavage, fluorescence polarization; 0% vehicle, 100% cell-free pure enzyme wells; activation, % at 5.96 µM; 0.073% of 340,000 active;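 active = activation above the mean of all tested compounds plus 3 SD, set per screening campaign, cut at about 17% in these data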
Target sequence (P14735 whole entry, looked up): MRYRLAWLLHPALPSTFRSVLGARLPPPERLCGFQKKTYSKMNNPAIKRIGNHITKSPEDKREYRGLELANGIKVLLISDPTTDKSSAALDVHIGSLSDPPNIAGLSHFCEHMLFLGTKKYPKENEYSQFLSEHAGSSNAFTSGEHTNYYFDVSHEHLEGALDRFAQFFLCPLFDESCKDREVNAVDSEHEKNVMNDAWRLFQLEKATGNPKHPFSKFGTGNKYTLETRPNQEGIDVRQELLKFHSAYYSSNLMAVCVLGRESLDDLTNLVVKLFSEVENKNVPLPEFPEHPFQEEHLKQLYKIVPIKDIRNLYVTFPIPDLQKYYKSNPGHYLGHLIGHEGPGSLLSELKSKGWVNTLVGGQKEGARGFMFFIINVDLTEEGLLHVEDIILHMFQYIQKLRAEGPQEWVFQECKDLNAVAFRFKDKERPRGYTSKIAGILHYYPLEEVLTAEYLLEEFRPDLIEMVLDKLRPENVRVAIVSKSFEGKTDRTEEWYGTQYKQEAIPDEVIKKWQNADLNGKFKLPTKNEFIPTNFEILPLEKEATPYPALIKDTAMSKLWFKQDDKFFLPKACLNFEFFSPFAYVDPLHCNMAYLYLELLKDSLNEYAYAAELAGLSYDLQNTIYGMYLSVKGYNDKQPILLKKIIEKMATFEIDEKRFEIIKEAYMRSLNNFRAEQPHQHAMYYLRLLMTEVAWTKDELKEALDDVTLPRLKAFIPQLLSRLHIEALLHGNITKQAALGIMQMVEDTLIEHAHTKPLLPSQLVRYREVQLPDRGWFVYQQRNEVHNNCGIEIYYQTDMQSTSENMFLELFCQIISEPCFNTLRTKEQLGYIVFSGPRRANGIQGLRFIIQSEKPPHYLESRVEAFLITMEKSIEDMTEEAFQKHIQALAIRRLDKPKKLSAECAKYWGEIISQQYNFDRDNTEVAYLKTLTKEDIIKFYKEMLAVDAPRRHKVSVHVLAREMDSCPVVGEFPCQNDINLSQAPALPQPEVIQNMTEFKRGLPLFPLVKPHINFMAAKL
pCIP destab: lowers stability of the mouse p/CIP coactivator protein; decrease of EGFP signal, % at 10 µM; 0.01% of 290,000 active; F442A p/CIP-EGFP cells, EGFP fluorescence, 16 h; Q05BA5;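 active = EGFP signal decrease of at least 30% at 10 µM or well 3 SD below plate mean, unless failing retest; inactive = the rest, including hits failing retest or dose response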; note: some compounds called inactive have numbers as strong as hits; many of its hits are not listed in these tables
PfM18AAP inh: PfM18AAP enzyme inhibition; inhibition, % at 7.35 µM; recombinant PfM18AAP, H-Glu-NHMec fluorogenic cleavage; 1.2% of 290,000 active;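 active = inhibition above the campaign mean inhibition over all tested compounds plus 3 SD, cut at about 28% in these data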;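 note: 0% = plate median of test compound wells and 100% = 2 mM ZnCl2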
IDE cell inh: inhibits human insulin-degrading enzyme in HEK cells | FAbetaB cleavage, fluorescence polarization | AID 434962 | 0.41% of 320,000 active | inhibition, % at 5.59 µM;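 active = percent inhibition above the average of all tested compounds plus 3 SD, set per screening campaign, cut at about 16% in these data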;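 note: IDE supplied by intact live HEK cells; FP after avidin binding of uncleaved biotin substrate so inhibition keeps polarization high; 0% = DMSO wells and 100% = 60 µM reference IDE inhibitor Ii1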
Active calls of the source: *; · = not tested or not shown.

SMILES	IMP-1 inhibitor	FID counter	NS3 helicase inh	VIM-2 inhibitor	UBC9 SUMO inh	IDE cell activ	pCIP destab	PfM18AAP inh	IDE cell inh
CC1CCCN(C(=O)c2ccccc2OC2CCN(S(C)(=O)=O)CC2)C1 (stereo not given)	-0.5	-21	3	-0.1	22	7	-10	-2	-2
Cc1sc2c(c1C)C(=O)NC(c1cccc(O)c1)N2 (stereo not given)	-2.6	2	9	-1.5	17	·	1	49*	4
Cc1ccc(N=Cc2c(O)n(C)c(=O)n(C)c2=O)nc1	-1.7	1	-4	-0.9	19	-2	-22	1	-4
Cc1ccc(Cl)cc1NC(=O)Cn1cc2c(n1)CCCC2	-1.8	-10	7	-2.1	13	2	-19	-3	2
CCOC(=O)c1ccc(N2CCCCC2)c(NS(=O)(=O)c2ccc(C)cc2)c1	-1.7	-21	-11	-1.4	-6	·	-6	-8	6
CNC(=O)C1CC(=O)N(CCCc2ccccc2)C(=Nc2ccccc2)S1 (stereo not given)	-2.0	-22	-5	-2.3	-8	7	0	-1	1
Cc1ccc(Cl)cc1-n1c(=O)cc(N2CCN(C(=O)c3ccco3)CC2)[nH]c1=O	-2.9	-17	17	-2.7	-7	5	0	1	7
CSCCC(NC(=O)C1CCC(C)CC1)C(=O)O (stereo not given)	-3.6	-3	9	-5.5	8	1	-1	-2	0
CC(C)(C)C(=O)N1CCC(O)(CS(=O)(=O)Cc2ccc(Cl)cc2)CC1	-3.1	-7	5	-8.8	5	3	-1	5	3
CCOC(=O)c1c(N)c2cc([N+](=O)[O-])ccc2n1C	-2.4	0	10	0.7	5	9	-18	1	5
Cc1c(C(=O)Nc2ccc(C(F)(F)F)cc2)sc2ncn(CC(=O)N3CCN(c4ccccn4)CC3)c(=O)c12	2.3	-9	-4	-0.5	-9	8	-13	-1	0
CCOC(=O)CSc1ncnc2c1c(-c1ccccc1)cn2-c1ccc(OC)cc1	-2.6	-8	-3	-3.0	-2	3	-18	-8	-2

Overlap with the part before: three entries, followed by the next part.
SMILES	IMP-1 inhibitor	FID counter	NS3 helicase inh	VIM-2 inhibitor	UBC9 SUMO inh	IDE cell activ	pCIP destab	PfM18AAP inh	IDE cell inh
CCOC(=O)c1c(N)c2cc([N+](=O)[O-])ccc2n1C	-2.4	0	10	0.7	5	9	-18	1	5
Cc1c(C(=O)Nc2ccc(C(F)(F)F)cc2)sc2ncn(CC(=O)N3CCN(c4ccccn4)CC3)c(=O)c12	2.3	-9	-4	-0.5	-9	8	-13	-1	0
CCOC(=O)CSc1ncnc2c1c(-c1ccccc1)cn2-c1ccc(OC)cc1	-2.6	-8	-3	-3.0	-2	3	-18	-8	-2
O=C(O)CCCN1C(=O)/C(=C/c2ccncc2)SC1=S	1.1	-11	-2	1.9	22	0	0	-14	1
Cc1cc(=O)n2nc(N3CCC(C(=O)NCc4ccccc4)CC3)sc2n1	-3.9	-22	14	-3.0	-7	6	0	1	3
CCOc1ccc(-c2c(C(=O)N/N=C(\C)c3ccccc3OC)nnn2-c2nonc2N)cc1	-3.4	-50	-2	-0.9	6	5	19	0	1
CC(C)(C)N(C=C(Cl)Cl)C(=O)NC1CCCCC1	-5.6	10	-1	-0.9	1	1	-14	-6	1
c1ccc2c(c1)NC1(CCCCCC1)n1c-2nc2ccccc21	-4.5	1	7	0.4	27	5	-10	2	1
Clc1nc2ccccc2cc1-c1nnn(-c2ccccc2)n1	-1.5	-10	12	-2.3	-8	3	-11	7	3
COc1ccc(C(=O)NCCCn2cccn2)cc1OC1CCN(C(C)=O)CC1	-3.2	-6	2	-0.9	7	5	3	-5	·
C=CCn1c(C)cc(C(=O)COC(=O)c2ccc(N)c([N+](=O)[O-])c2)c1C	-2.6	4	5	-2.7	2	-3	2	0	2
CCOc1cc(/C=N/NC(=O)c2ccc(CSc3nncn3C)cc2)ccc1OCC(=O)N1CCOCC1	-2.1	-24	-2	-0.3	14	-1	-1	-13	0
COc1ccc(C[C@H]2CN3C(=NC[C@@H]3Cc3ccc(O)cc3)N2C[C@H](C)NC(=O)c2ccc(C)c(Br)c2)cc1	·	·	·	·	-9	8	-10	·	-2
CC1CCN(C(C(=O)Nc2ccc(C(C)C)cc2)c2ccc3c(c2)OCO3)CC1 (stereo not given)	-1.2	10	-32	-4.0	-44	-1	-5	-4	6
Cc1ccc(C(=O)Nc2nccc(-c3cccs3)n2)cc1	-3.7	-10	3	-1.2	-15	3	1	-1	0
CC(=O)C1=C(O)C(=O)N(c2ccc(O)cc2)C1c1cccc(F)c1 (stereo not given)	-1.0	1	-3	0.0	4	0	4	-2	2
Cc1ccc(-n2c(C)cc(/C=N/Nc3ccc([N+](=O)[O-])cn3)c2C)cc1	-2.1	-5	24	-0.2	7	-7	-22	-4	-2
CCCCn1c(N)c(N(CCC(C)C)C(=O)CN2C(=O)C3CCCCC3C2=O)c(=O)[nH]c1=O (stereo not given)	-1.9	-24	1	-2.7	13	0	-30	-3	-3
COc1ccc2[nH]c3c(c2c1)CCNC3C1CC=C(C)CC1 (stereo not given)	-2.1	17	-15	-2.6	4	0	-10	6	-1
O=C(c1ccccc1-c1nc2ccccc2[nH]1)N1CCCCC1	-2.0	-8	-1	-2.8	-16	-1	2	-7	-7
C=CCC(NCc1ccco1)c1ccc(OC)c(OC)c1 (stereo not given)	-5.4	-2	-1	-1.6	14	2	-2	-3	-2
CC(=O)Cc1nsc(NC(=O)c2ccc(-c3cccc(Cl)c3)o2)n1	-3.0	-9	-2	-4.0	14	8	0	-2	-8
Cc1cccc(OCc2nc(C)cc(=O)[nH]2)c1	-6.0	2	-1	-3.7	6	-2	-6	1	·
CC(=O)c1ccc(Oc2nc(-c3cccnc3)nc3ccccc23)cc1	-2.4	-20	5	0.7	5	-5	-2	1	0
COc1ccccc1N1CCN(C(=O)CCCn2nc(C)c([N+](=O)[O-])c2C)CC1	-1.8	-26	-1	-2.8	3	-7	-2	-3	-1
COc1ccccc1NC(=O)CSc1nc2nccnc2c(=O)n1Cc1cccs1	0.2	-17	-2	-4.0	24	-7	0	0	-2
Cc1cc(C)nc(SCc2nnc(SCC(=O)Nc3nccs3)n2Cc2ccco2)n1	-2.7	-33	6	-1.9	13	5	-3	1	6

3 compounds from above, arranged by molar mass, ascending:
SMILES	IMP-1 inhibitor	FID counter	NS3 helicase inh	VIM-2 inhibitor	UBC9 SUMO inh	IDE cell activ	pCIP destab	PfM18AAP inh	IDE cell inh
COc1ccc2[nH]c3c(c2c1)CCNC3C1CC=C(C)CC1 (stereo not given)	-2.1	17	-15	-2.6	4	0	-10	6	-1
CC(=O)C1=C(O)C(=O)N(c2ccc(O)cc2)C1c1cccc(F)c1 (stereo not given)	-1.0	1	-3	0.0	4	0	4	-2	2
Cc1ccc(-n2c(C)cc(/C=N/Nc3ccc([N+](=O)[O-])cn3)c2C)cc1	-2.1	-5	24	-0.2	7	-7	-22	-4	-2

Following part:
SMILES	IMP-1 inhibitor	FID counter	NS3 helicase inh	VIM-2 inhibitor	UBC9 SUMO inh	IDE cell activ	pCIP destab	PfM18AAP inh	IDE cell inh
CC(=O)c1cccc(-n2c(CCC(=O)O)ccc2-c2ccc(C)cc2)c1	-2.3	-36	15	-0.4	24	1	-21	2	1
Cc1ccc(S(=O)(=O)NC(=O)Nc2nc(-c3ccc(F)c(F)c3)cs2)cc1	-1.2	-8	11	-1.9	25	-1	-7	-6	-7
COCC(=O)Nc1ccc(Br)c(C)c1	-1.9	-1	-7	-1.6	8	6	-2	7	3
CN(C)c1cccc(NC(=O)CCc2ccccc2)c1	-1.8	-4	-9	-1.2	17	3	-9	-10	-3
CC(C(N)=O)N1C(=O)c2cccc3cccc1c23 (stereo not given)	-2.9	0	-2	-2.7	37	3	-2	2	6
CN(CC(=O)Nc1ccc(Cl)cc1)CC(=O)Nc1ccc(C(N)=O)cc1	-2.5	-6	5	-3.7	18	1	-2	-8	0
O=C(NCCN1CCOCC1)c1ccc(Cl)c(Cl)c1	-1.2	0	3	-1.6	2	7	1	-3	3
CCCc1ccc(S(=O)(=O)N/N=C(/C)c2ccc3c(c2)OCO3)cc1	-3.2	-28	-18	-0.5	-18	-1	-4	-1	·
COCCn1nnnc1CN(CCc1ccccc1)Cc1cc2ccc(C)cc2[nH]c1=O	-3.8	4	-7	-1.3	1	7	11	16	5
Cc1cccc(N(C(=O)c2csnn2)C(C(=O)NC(C)(C)C)c2cccs2)c1 (stereo not given)	-1.3	-20	0	1.2	-4	1	0	3	-1
COC(=O)c1cc(COC(=O)c2nc3nccc(C)n3n2)oc1C	0.1	-1	-1	-1.6	0	2	-14	-4	4
C=CCn1c(SC)nnc1-c1ccc2ncccc2c1	-4.5	-6	-13	-1.4	15	5	-5	-2	4

Limited to IDE cell inh, pCIP destab and VIM-2 inhibitor, for two of the compounds above:
Molecule	IDE cell inh	pCIP destab	VIM-2 inhibitor
O=C(NCCN1CCOCC1)c1ccc(Cl)c(Cl)c1	3	1	-1.6
CCCc1ccc(S(=O)(=O)N/N=C(/C)c2ccc3c(c2)OCO3)cc1	·	-4	-0.5

The listing continues:
SMILES	IMP-1 inhibitor	FID counter	NS3 helicase inh	VIM-2 inhibitor	UBC9 SUMO inh	IDE cell activ	pCIP destab	PfM18AAP inh	IDE cell inh
CCn1nnnc1-c1ccc(OC)c(S(=O)(=O)NCCc2ccccc2)c1	-0.8	-4	-3	-1.2	3	7	-13	-2	3
O=C(Nc1ccc(NC(=O)C2CCCCC2)nc1)c1cccc(F)c1	-2.4	-14	7	-4.9	16	3	-18	3	·
Cc1ccccc1C(=O)NC(NC(=S)Nc1ccc(S(N)(=O)=O)cc1)C(Cl)(Cl)Cl (stereo not given)	0.5	0	-2	0.2	-10	7	-18	-6	2
Cc1c(Cl)cccc1NC(=O)CN1CCC(NC(=O)C2CCCCC2)CC1	-1.3	-5	3	-2.8	8	2	2	2	-2
CC(C)N(Cc1cn(C)nc1-c1cccc(Cl)c1)Cc1nccn1C	-1.1	11	-9	-3.0	2	4	-6	3	7
COC(=O)C(C)Oc1ccc(-c2nccc(-c3ccccn3)n2)cc1 (stereo not given)	-5.6	-33	9	-1.3	12	2	3	0	3
